rTrxR1 inhibitor: qHTS Assay for Inhibitors of Mammalian Selenoprotein Thioredoxin Reductase 1 (TrxR1): qHTS; Thioredoxin reductase 1, cytoplasmic (Rattus norvegicus), O89049; recombinant rTrxR1, NADPH fluorescence consumption, selenite substrate; Potency, µM (top dose mostly 114 µM), for the others: top-dose activity change, negative = inhibition, most hits filed as inhibitors; 390,000 compounds, 1% hits; further: potency means the concentration at half of the fitted maximal effect; on the % scale 0 is the no-effect control and ±100 the full control effect; nearly all actives have a fitted effect of over 65% in size
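Rat TrxR1 (90 nM in the dispensed reagent) was pre-reduced with 400 uM NADPH for 5 min at room temperature, then incubated with compound for 15 min. After 400 uM selenite was added, NADPH fluorescence (Ex 340/Em 450 nm) was followed for 8 min.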
USP1 inh: Inhibitors of USP1/UAF1: Primary Screen. recombinant USP1/UAF1, Ub-Rhodamine cleavage fluorescence. 390,000 compounds, 0.23% hits. Potency, µM (highest dose often 57.1 µM), without a hit: top-dose activity change, negative = inhibition, usual class: inhibitors. Ubiquitin carboxyl-terminal hydrolase 1 (Homo sapiens), O94782. AID 743255, 2014; further: potency means the concentration at half of the fitted maximal effect; on the % scale 0 is the no-effect control and ±100 the full control effect; nearly all actives have a fitted effect of over 60% in size; inactives centre near -12
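USP1/UAF1 complex at 1 nM was preincubated with compound for 15 min at room temperature, then Ub-Rho substrate (150nM final) was added. Fluorescence (480/540 nm) was read kinetically, 6 reads every 60 seconds.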
GLS inhibitor: qHTS for Inhibitors of Glutaminase (GLS) | Potency, µM (highest dose often 45.5 µM), for inactives: at the highest dose activity change, negative = inhibition, hits mostly inhibitors | 410,000 compounds, 0.21% hits | Glutaminase kidney isoform, mitochondrial (Homo sapiens), O94925 | GLS enzymatic activity, qHTS titration; further: potency means the concentration at half of the fitted maximal effect; on the % scale 0 is the no-effect control and ±100 the full control effect
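Coupled fluorescence readout: glutamate oxidase/HRP/Amplex Red detect glutamate formed by hKGA from L-glutamine (1 mM solution added). Buffer 45 mM KH2PO4 pH 8.2, 0.02% Tween-20; reads at t0 and 30 min RT.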
TrxR1 substrate: qHTS Assay for Substrates of Mammalian Selenoprotein Thioredoxin Reductase 1 (TrxR1): qHTS | Thioredoxin reductase 1, cytoplasmic (Rattus norvegicus), O89049 | purified TrxR1 substrate turnover, NADPH consumption readout | Potency, µM (highest dose often 114 µM), for the others: top-dose activity change, negative = substrate turnover | 390,000 compounds, 0.01% hits; further: potency means the concentration at half of the fitted maximal effect; on the % scale 0 is the no-effect control and ±100 the full control effect; nearly all actives have a fitted effect of over 50% in size
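Rat TrxR1, dispensed at 90 nM, was prereduced with 400 uM NADPH (final) for 5 min at ~22 deg C, then incubated with compound 15 min before 400 uM selenite. A first-read NADPH fluorescence drop versus no-compound background flagged substrates.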
PI4K2A block: qHTS for small molecular inhibitors of PI4K2A; Phosphatidylinositol 4-kinase type 2-alpha (Homo sapiens), Q9BTU6; purified PI4K2A, ADP-Glo luminescence, 1 h; hits give low values; activity change, negative = inhibition, % at 76.9 µM; 420,000 compounds, 0.13% hits; AID 1346378, 2018; in the data active means activity change below about -50%; inconclusive means mostly about -30% to -49%;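 further: -100% = wells without enzyme as full effect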
Target sequence (Q9BTU6 whole entry, looked up): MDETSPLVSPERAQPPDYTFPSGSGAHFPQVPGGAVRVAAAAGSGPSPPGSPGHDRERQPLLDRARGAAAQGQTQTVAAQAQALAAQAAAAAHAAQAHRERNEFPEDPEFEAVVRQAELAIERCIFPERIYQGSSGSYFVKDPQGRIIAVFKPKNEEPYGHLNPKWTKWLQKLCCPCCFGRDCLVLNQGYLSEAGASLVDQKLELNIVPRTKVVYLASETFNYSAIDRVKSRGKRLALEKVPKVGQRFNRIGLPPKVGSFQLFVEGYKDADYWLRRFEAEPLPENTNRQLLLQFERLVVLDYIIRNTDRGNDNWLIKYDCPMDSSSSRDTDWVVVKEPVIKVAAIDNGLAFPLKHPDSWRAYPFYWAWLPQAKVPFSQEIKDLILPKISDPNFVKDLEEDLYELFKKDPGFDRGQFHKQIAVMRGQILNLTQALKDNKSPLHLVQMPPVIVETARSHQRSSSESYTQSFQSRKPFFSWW
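ADP-Glo luminescence measured ADP generated by PI4K2A enzyme (4 ug/mL before mixing) with 1.2 mM PI substrate (pre-mix) and 300 microM ATP (pre-mix). Tris pH7.5 buffer with MgCl2, Triton X-100; 1 h reaction at ambient temperature.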
Tb PGK inh: qHTS Assay to Find Inhibitors of Phosphoglycerate Kinase; PGK/GAPDH coupled, Kinase-Glo luminescence, 60 min; Potency, µM (series often up to 57.5 µM), for the others: at the highest dose activity change, negative = inhibition, usual class: inhibitors; 380,000 compounds, 0.043% hits; AID 602233, 2012; further: potency means the concentration at half of the fitted maximal effect; on the % scale 0 is the no-effect control and ±100 the full control effect; nearly all actives have a fitted effect of over 60% in size
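Luminescent ATP detection (Kinase-Glo Plus) follows a 60-minute room-temperature incubation, with wells lacking PGK as controls. Buffer: 100 mM TEA (pH 7.6), 5 mM MgCl2, 0.01% Tween-20. Coupling enzyme GAPDH (100 nM final) supplies unstable 1,3-BPG in-well.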
HP1b chromo inh: HTS for Inhibitors of HP1-beta Chromodomain Interactions with Methylated Histone Tails. AlphaScreen HP1-beta / biotin-H3K9me3 peptide binding. Potency, µM (titrated, usually from 114 µM), for inactives: at the top dose activity change, negative = inhibition, usual class: inhibitors. 390,000 compounds, 0.56% hits. Chromobox protein homolog 1 (Homo sapiens), P83916; further: potency means the concentration at half of the fitted maximal effect; nearly all actives have a fitted effect of over 70% in size; inactives centre near 23
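AlphaScreen: HP1-beta (50 nM) preformed 30 min with biotin-H3(1-18)K9me3 peptide (50 nM) in PBS pH 7.4, 0.01% Tween-20. Compound added for 30 min at RT, then streptavidin donor/nickel chelate acceptor beads (10 ug/mL) for 30 min.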
IDH1 R132H inh: qHTS for Inhibitors of mutant isocitrate dehydrogenase 1 (IDH1): qHTS; IDH1-R132H enzyme, NADPH consumption, diaphorase/resazurin fluorescence; Potency, µM (series often up to 76.6 µM), without a hit: at the highest dose activity change, negative = inhibition, usual class: inhibitors; 390,000 compounds, 0.093% hits; AID 602179, 2012; further: potency means the concentration at half of the fitted maximal effect; on the % scale 0 is the no-effect control and ±100 the full control effect; nearly all actives have a fitted effect of over 65% in size
Target sequence (O75874 whole entry R132H, stated change not applied): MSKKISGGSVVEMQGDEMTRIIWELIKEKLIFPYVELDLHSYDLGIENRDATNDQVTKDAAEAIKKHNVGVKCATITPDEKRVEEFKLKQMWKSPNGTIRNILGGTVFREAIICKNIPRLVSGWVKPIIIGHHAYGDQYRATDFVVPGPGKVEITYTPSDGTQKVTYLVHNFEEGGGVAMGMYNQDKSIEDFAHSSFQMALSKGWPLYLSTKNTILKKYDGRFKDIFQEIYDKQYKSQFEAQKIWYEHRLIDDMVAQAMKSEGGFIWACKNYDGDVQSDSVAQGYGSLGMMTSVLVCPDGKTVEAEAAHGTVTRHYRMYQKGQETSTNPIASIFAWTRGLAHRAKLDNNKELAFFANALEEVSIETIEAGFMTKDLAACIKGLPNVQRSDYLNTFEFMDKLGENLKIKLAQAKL
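IDH1-R132H (0.5 ug/mL dispensed) in pH 7.5 Tris buffer was preincubated 30 min with compound, then given a substrate mix of 0.016 mM NADPH and 2 mM alpha-KG for 80 min at room temperature; remaining NADPH was read by diaphorase/resazurin fluorescence.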
Pin1 inh: qHTS Assay to Find Inhibitors of Pin1. 390,000 compounds, 0.009% hits. Pin1 FP peptide displacement, HiFluor488, 10 min. Potency, µM (doses to about 115 µM), for the others: at the highest dose activity, negative = inhibition, usual class: inhibitors. Peptidyl-prolyl cis-trans isomerase NIMA-interacting 1 (Homo sapiens), Q13526. AID 504891, 2011; active means well fitted inhibition curve with a large enough effect in the polarisation, with a control signal flat, not every such curve was filed as active; inconclusive means small, poorly fitted or top-dose-only effect, or effect the other way, or a change in a side signal; inactive means no such curve, though single readings can be large or run the other way; the % refers to the polarisation; further: potency means the concentration at half of the fitted maximal effect; on the % scale 0 is the no-effect control and ±100 the full control effect
Target sequence (Q13526 whole entry, looked up): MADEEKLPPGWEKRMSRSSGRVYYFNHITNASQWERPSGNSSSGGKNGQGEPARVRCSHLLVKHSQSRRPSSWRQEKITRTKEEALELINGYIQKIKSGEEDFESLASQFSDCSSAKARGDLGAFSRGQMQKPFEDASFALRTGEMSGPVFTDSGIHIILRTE
Numbers without * were called inactive; i = inactive; u = inconclusive; x = not tested or not shown; [ ] = remark or other dose. Unless noted, the call rests on the fitted dose curve; in most records, active means well fitted curve in the direction sought with a large enough effect; inconclusive means small, poorly fitted or top-dose-only effect, or another doubt; inactive means no such curve, though single readings can be large; an effect the other way counts as inactive or inconclusive.

SMILES	rTrxR1 inhibitor	USP1 inh	GLS inhibitor	TrxR1 substrate	PI4K2A block	Tb PGK inh	HP1b chromo inh	IDH1 R132H inh	Pin1 inh
COCc1cc(C)nc(SCc2ccccc2Cl)c1C#N	17%	-17%	-9%	-1%	-1	x	317%[activator]	16%	14%
CC1CN(S(=O)(=O)c2cccc(C(=O)NCc3ccccn3)c2)CC(C)O1 (centres undefined)	9%	-5%	0%	3%	2	7%	20%	-12%	-1%
O=[N+]([O-])c1ccc(S(=O)(=O)Nc2nc(-c3ccccc3)cs2)cc1	8%	-2%	14%	-7%	2	-2%	-11%	12%	u
Cn1c(=S)n(/N=C/c2cccs2)c2ccccc21	10%[57.1 µM]	u	3%	3%[57.1 µM]	0	5%	17%	10%	-11%
COc1ccc(CNc2nc3ccccc3n2CCN2CCCCC2)cc1	8%[57.1 µM]	-22%	69%[activator]	0%[57.1 µM]	1	i	16%	7%	-5%
N#CC1(Nc2ccc(S(N)(=O)=O)cc2)CCCC1	17%[11.4 µM]	-12%	-3%	8%[57.1 µM]	5	-7%	47%[activator]	4%	-17%
N#Cc1c(NC(=O)/C=C/c2ccco2)sc2c1CCCC2	40µM*	-5%	0%	-7%	-6	-9%	7%	5%	16%
COc1cc2[nH]c3c(=O)n(CCN(C(C)C)C(C)C)cnc3c2cc1OC	-18%	-5%	14%	36%[activator]	-1	5%	41%[activator]	3%	u
CCOC(=O)C(=N/O)/C(C)=N/NC(C)=O	22%[57.1 µM]	-1%	0%	10%[57.1 µM]	-7	-3%	8%	8%	-17%
Cc1nc2ccsc2c(=O)n1-c1ccc(Cl)cc1	18%	-24%	-1%	3%	2	i	32%	10%	0%
O=C1CCC(C(=O)OCc2nnc(-c3ccc(Cl)cc3)o2)=NN1	8%	-16%	-4%	5%	-2	i	43%[activator]	-8%	3%
O=C(CSc1nc(-c2cccs2)cc(C(F)(F)F)n1)NCCCn1ccnc1	9%	-3%	3%	6%	0	x	14%	0%	-1%
C/C(=N\NC(=O)c1cccc(S(=O)(=O)N2CCCC2)c1)c1ccc(OCC(=O)N(C)C)cc1	20%	-3%	11%	5%	-6	-11%	7%	-1%	-6%
Cc1ccc(N2C(=O)c3ccccc3NC2(C(=O)O)c2ccccc2)cc1Cl (centres undefined)	-13%	u	19%	-5%	-4	-9%	36%	0%	-8%
COc1ccc(C(=O)N2c3nc(-c4ccco4)nn3C3(CCCCC3)[C@@H]3CCCC[C@@H]32)cc1OC	u	3%	5%	4%	1	-2%	15%	7%	8%
Cc1ccc(Cc2c(C)nc3nc(SCC(=O)NCCCN4CCOCC4)nn3c2C)cc1	151%[activator]	-16%	-1%	114%[activator]	-3	-3%	34%	-3%	-11%
CSc1cccc(NS(=O)(=O)c2ccccc2)c1	1%	-30%	8%	-4%	-12	0%	16%	6%	3%
O=C(CN1C(=O)/C(=C/c2ccccc2F)Sc2ccccc21)NCC1CCCO1 (centres undefined)	-2%	-2%	1%	-5%	-8	0%	-4%[57 µM]	5%	u
CCn1c(CNS(=O)(=O)c2ccc(Cl)cc2)n[nH]c1=S	9%[57.1 µM]	u	u	9%[57.1 µM]	3	-2%	11%	2%	-4%
CC(C)N(C(=O)CSc1nnc(NC(=O)C2CCC2)s1)C(C)C	23%[57.1 µM]	-4%	10%	15%[57.1 µM]	1	-5%	33%	7%	0%
CCOC(=O)C1=CCN(Cc2ccccc2)CC1	27%	-24%	-4%	5%	-9	1%	39%[activator]	-8%	-1%
Cc1ccc(-c2ccc(/C=C3\SC(N4CCOCC4)=NC3=O)o2)cc1	-36%	-13%	u	4%[57.1 µM]	-2	-8%	-29%	u	u
CCOC(=O)c1[nH]c(C)c(/C(O)=C2\C(=O)C(=O)N(CCN3CCOCC3)C2c2ccco2)c1C (centres undefined)	-19%	-10%	10%	-8%	3	0%	20%	-15%	0%
O=[N+]([O-])c1cccc2c(S(=O)(=O)N3CCOCC3)cccc12	4%	-10%	-4%	5%	-1	u	0%	10%	-8%
COCCNC(=O)CN(C(=O)CCC(=O)Nc1ccccn1)c1ccc(C)cc1C	9%	-8%	0%	1%	9	0%	18%	-1%	u
Cc1ccc(/C=C2\SC(=S)N(CCC(=O)NNC(=O)c3cccc(O)c3)C2=O)cc1	-8%	-16%	14%	-9%	0	i	13%[57 µM]	-2%	38%[activator]
COc1ccc(/C=N/NC(=O)c2ccccc2O)cc1Cn1cc(Cl)cn1	15%[57.1 µM]	-21%	-3%	9%	0	-6%	-13%	7%	21%
CCCCCC(=O)Cc1cc(O)cc2c1C(=O)Oc1cc(O)c(C(=O)O)c(CCCCC)c1O2	-6%	u	17%	-5%	-1	-24%	-9%	-10%	x
c1ccc(-c2cc(N3CCCCC3)nc(-c3ccccc3)n2)cc1	9%[57.1 µM]	-7%	0%	0%	4	-4%	143%	-6%	4%
O=C(CNC(=O)c1ccccc1)NCC(O)c1ccc([N+](=O)[O-])cc1 (centres undefined)	13%	-9%	-5%	1%	2	i	18%	8%	2%
COc1cc(/C=C2\C(=N)N3N=C(S(C)(=O)=O)SC3=NC2=O)cc(OC)c1OCCOc1ccccc1C	5%[57.1 µM]	u	1%	-9%	-1	u	u	-8%	x
CC(C)CN(C(=O)CSc1n[nH]c(-c2cccs2)n1)C1CCS(=O)(=O)C1 (centres undefined)	10%	3%	11%	15%	-2	-2%	53%[activator]	1%	-1%
COc1ccccc1CNC(=O)C1CCN(C(=O)NC2CCCCC2)CC1	28%	-21%	-6%	1%	3	i	40%[activator]	1%	3%
CCc1ccccc1N1CC(C(=O)Nc2cc(C)on2)CC1=O (centres undefined)	13%	-18%	6%	0%	-3	i	34%	6%	-14%
CCCCNC(=O)CSc1nc2ccccc2c(=O)n1CCNC(C)=O	-14%	-26%	x	-5%	3	9%	38%	1%	7%
O=C(NNc1c2ccccc2nc2ccccc12)c1cc2ccccc2cc1O	-9%	u	0%	-14%	7	-9%	u	-2%	13%
COc1ccc(C(C)=O)cc1COC(=O)c1ccc(OCc2c(C)noc2C)cc1	-12%	-21%	-3%	-1%	3	-11%	23%	4%	74%[activator]
Cc1ccc2cc(C)c3nnc(SCC(=O)c4cccs4)n3c2c1C	-4%	3%	14%	-2%	0	6%	37%[activator]	3%	-2%
CCCc1cc2c(cc1NC(=O)c1ccccc1Cl)OCO2	-5%	-1%	8%	-7%	-14	-4%	9%	7%	12%
Cc1ccc(-c2csc(NCCc3nc4cc(Cl)c(Cl)cc4n3CCOCCO)n2)cc1	-10%[57.1 µM]	-15%	2%	-4%[57.1 µM]	-5	-8%	-3%	5%	10%
CCCn1c(CCC(=O)O)ccc1-c1ccc(F)cc1	-4%	-28%	0%	39%[activator]	0	-8%	-1%	-4%	24%

Laid out differently: entries from further up
SMILES,rTrxR1 inhibitor,USP1 inh,GLS inhibitor,TrxR1 substrate,PI4K2A block,Tb PGK inh,HP1b chromo inh,IDH1 R132H inh,Pin1 inh
CC(C)CN(C(=O)CSc1n[nH]c(-c2cccs2)n1)C1CCS(=O)(=O)C1 (centres undefined),10%,3%,11%,15%,-2,-2%,53%[activator],1%,-1%
COc1ccccc1CNC(=O)C1CCN(C(=O)NC2CCCCC2)CC1,28%,-21%,-6%,1%,3,i,40%[activator],1%,3%
CCc1ccccc1N1CC(C(=O)Nc2cc(C)on2)CC1=O (centres undefined),13%,-18%,6%,0%,-3,i,34%,6%,-14%
CCCCNC(=O)CSc1nc2ccccc2c(=O)n1CCNC(C)=O,-14%,-26%,x,-5%,3,9%,38%,1%,7%
O=C(NNc1c2ccccc2nc2ccccc12)c1cc2ccccc2cc1O,-9%,u,0%,-14%,7,-9%,u,-2%,13%
COc1ccc(C(C)=O)cc1COC(=O)c1ccc(OCc2c(C)noc2C)cc1,-12%,-21%,-3%,-1%,3,-11%,23%,4%,74%[activator]
Cc1ccc2cc(C)c3nnc(SCC(=O)c4cccs4)n3c2c1C,-4%,3%,14%,-2%,0,6%,37%[activator],3%,-2%

Not all compounds are listed. The share of hits here may be higher or lower than overall.
